Source: PubChem BioAssay (National Center for Advancing Translational Sciences (NCATS))
ERG Ets-DNA blk: blocks human ERG Ets domain binding to DNA. fluorescence polarization, His-ERG Ets domain / labelled DNA. 0.028% of 370,000 active. Potency, µM (titrated, usually from 76.9 µM), inactives show top-dose FP activity, negative = inhibition, most hits filed as inhibitors. AID 624246. P11308; active = well fitted inhibition curve with a large enough effect in the polarisation, with a control signal flat; inconclusive = small, poorly fitted or top-dose-only effect, or effect the other way, or a change in a side signal; inactive = no such curve, though single readings can be large or run the other way; the % refers to the polarisation;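 also: polarization taken with two DNA probes labelled with fluorescein and Texas red; potency is read from the fitted curve at half-maximal effect; % of control where 0% means no effect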
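His-tagged ERG Ets domain (1 uM in the protein solution; 300mM KCl, 50mM Tris-HCl, 1mM EDTA, 1mM DTT, pH 7.5) received compound, then a probe mix of 5 nM fluorescein-DNA and 100nM Texas-615-DNA. Fluorescence polarization was read for both dyes.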
RGS4 inhibitor: inhibitors of human regulator of G protein signaling 4 | P49798 | Transcreener GDP fluorescence polarization, RGS4-accelerated GTP hydrolysis | Potency, µM (doses to about 114 µM), without a hit: at the highest dose activity change, negative = inhibition, most hits filed as inhibitors | 0.039% of 390,000 active; also: potency is read from the fitted curve at half-maximal effect; % is scaled to controls: 0 for no effect and ±100 for the full control effect; nearly all actives have a fitted effect of over 75% in size; some results filed as inactive show a strong effect at the top dose
Target sequence (P49798 whole entry, looked up): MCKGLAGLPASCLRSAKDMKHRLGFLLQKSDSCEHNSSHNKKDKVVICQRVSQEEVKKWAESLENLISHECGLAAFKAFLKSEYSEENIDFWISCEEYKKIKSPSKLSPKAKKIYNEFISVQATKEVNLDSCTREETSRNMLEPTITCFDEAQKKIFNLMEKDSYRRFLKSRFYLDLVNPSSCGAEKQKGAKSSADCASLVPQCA
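MLSMR compounds (23 nl, pin-transferred) preincubated 10 min at room temperature with a 500nM (2x) first reagent, then RGS4 at 900nM (2x) plus Transcreener GDP mix added; fluorescence polarization (620/688 nm) read before and after 90 min at 30 °C.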
G9a inh: inhibitors of human histone lysine methyltransferase G9a | G9a H3K9 monomethylation, AlphaScreen, 2 h | Potency, µM (highest dose often 102 µM), without a hit: at the top dose activity, negative = inhibition, actives largely listed as inhibitors | 8.8% of 350,000 active | AID 504332; also: potency is read from the fitted curve at half-maximal effect; % is scaled to controls: 0 for no effect and ±100 for the full control effect; nearly all actives have a fitted effect of over 75% in size
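Signal arises when biotinylated H3K9 peptide, once monomethylated, bridges streptavidin donor and antibody-captured acceptor beads. Enzyme at 20 nM was preincubated 15 min with test compounds; peptide 500 nM and SAM 20 uM then reacted for 2 h.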
GLS inh: inhibitors of human glutaminase (GLS) | O94925 | GLS enzymatic activity, qHTS titration | Potency, µM (top dose mostly 45.5 µM), for the others: top-dose activity change, negative = inhibition, hits mostly inhibitors | 0.21% of 410,000 active; also: potency is read from the fitted curve at half-maximal effect; % is scaled to controls: 0 for no effect and ±100 for the full control effect
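hKGA in 45 mM KH2PO4 (pH 8.2), 0.02% Tween-20 with compound, then 1mM L-Glutamine (stock as added) plus glutamate oxidase/HRP/Amplex red coupling mix. Fluorescence read initially and after 30 min at RT; signal change reflects glutamate formation.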
PI4K2A inh: PI4K2A (human) kinase inhibition. purified PI4K2A, ADP-Glo luminescence, 1 h; active compounds read low. activity change, negative = inhibition, % at 76.9 µM. 0.13% of 420,000 active. AID 1346378; in the data active = activity change below about -50%; inconclusive = mostly about -30% to -49%;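 also: -100% = wells without enzyme as full effect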
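PI4K2A activity was measured by ADP-Glo luminescence: enzyme (4 ug/mL stock) and phosphatidylinositol (1.2 mM stock) in Tris pH 7.5/MgCl2/EGTA/Triton X-100 buffer were reacted with ATP (300 microM stock) for one hour at ambient temperature.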
HP1b chromo inh: HP1-beta chromodomain-methylated histone interaction inhibition; P83916; AlphaScreen HP1-beta / biotin-H3K9me3 peptide binding; Potency, µM (highest dose often 114 µM), inactives show top-dose activity change, negative = inhibition, usual class: inhibitors; 0.56% of 390,000 active; AID 540317; also: potency is read from the fitted curve at half-maximal effect; nearly all actives have a fitted effect of over 70% in size; inactives centre near 23
Target sequence (P83916 whole entry, looked up): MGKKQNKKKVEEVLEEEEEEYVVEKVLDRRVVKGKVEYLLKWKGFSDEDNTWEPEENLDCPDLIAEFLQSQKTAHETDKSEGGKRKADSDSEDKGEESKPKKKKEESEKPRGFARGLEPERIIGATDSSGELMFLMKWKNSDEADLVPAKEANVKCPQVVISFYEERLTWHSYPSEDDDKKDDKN
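HP1-beta protein (50 nM final) preincubated 30 min at room temperature with biotinylated H3(1-18)K9me3 peptide (50 nM) in PBS pH 7.4, 0.01% Tween-20, then compound added for 30 min. AlphaScreen streptavidin donor/nickel chelate acceptor beads (10 ug/mL final), 30 min dark, luminescence read.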
12-LOX inh: inhibitors of human 12S-lipoxygenase ALOX12. 1.1% of 580,000 active. P18054. purified 12hLO, xylenol orange hydroperoxide absorbance. Potency, µM (series often up to 108 µM), for the others: top-dose activity change, negative = inhibition, usual class: inhibitors; also: potency is read from the fitted curve at half-maximal effect; % is scaled to controls: 0 for no effect and ±100 for the full control effect
Target sequence (P18054 whole entry, looked up): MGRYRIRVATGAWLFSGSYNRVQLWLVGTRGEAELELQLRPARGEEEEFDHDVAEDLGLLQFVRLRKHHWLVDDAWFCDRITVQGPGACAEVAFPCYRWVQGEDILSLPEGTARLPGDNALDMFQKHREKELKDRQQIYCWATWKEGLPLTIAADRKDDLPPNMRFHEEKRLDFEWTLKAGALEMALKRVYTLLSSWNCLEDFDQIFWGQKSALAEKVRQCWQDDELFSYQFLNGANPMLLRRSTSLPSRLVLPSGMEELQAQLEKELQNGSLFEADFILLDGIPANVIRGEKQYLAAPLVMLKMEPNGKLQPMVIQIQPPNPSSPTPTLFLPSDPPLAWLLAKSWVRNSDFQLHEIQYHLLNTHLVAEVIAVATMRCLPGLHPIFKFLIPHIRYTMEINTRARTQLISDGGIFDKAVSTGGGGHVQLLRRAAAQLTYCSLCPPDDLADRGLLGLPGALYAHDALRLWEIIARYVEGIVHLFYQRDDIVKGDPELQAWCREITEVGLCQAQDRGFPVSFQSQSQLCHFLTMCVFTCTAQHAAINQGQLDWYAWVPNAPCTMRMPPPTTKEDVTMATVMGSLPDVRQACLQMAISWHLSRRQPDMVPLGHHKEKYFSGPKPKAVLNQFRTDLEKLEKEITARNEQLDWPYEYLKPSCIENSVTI
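Hydroperoxide product was detected by ferrous iron/xylenol orange as the 573 to 405 nm absorbance ratio. Arachidonic acid at 40 uM (final) was turned over for 30 min at room temperature by 150 nM human 12hLO, pH 7.0 Hepes buffer, after 15 min compound preincubation.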
JMJD2A Tudor: blocks the human JMJD2A Tudor domain; Potency, µM (titrated, usually from 114 µM), inactives show top-dose activity change, negative = inhibition, most hits filed as inhibitors; AlphaScreen JMJD2A-Tudor / H3K4me3 peptide binding; 4.4% of 390,000 active; O75164; also: potency is read from the fitted curve at half-maximal effect; % is scaled to controls: 0 for no effect and ±100 for the full control effect; nearly all actives have a fitted effect of over 50% in size
BAZ2B inh: blocks human BAZ2B | Q9UIF8 | AlphaScreen BAZ2B-H3K14Ac peptide displacement | Potency, µM (top dose mostly 114 µM), without a hit: at the top dose activity change, negative = inhibition, hits mostly inhibitors | 4.4% of 360,000 active | AID 504333; also: potency is read from the fitted curve at half-maximal effect; % is scaled to controls: 0 for no effect and ±100 for the full control effect; nearly all actives have a fitted effect of over 60% in size
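BAZ2B (50 nM) with biotin-H3(5-23)K14Ac peptide (50 nM) in PBS pH 7.4, 0.01% Tween-20, preformed 30 min, then compound 30 min at room temperature; top concentration 110uM. AlphaScreen streptavidin donor/nickel chelate acceptor beads (10 ug/mL final), 20 min dark, signal read.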
Numbers without * were called inactive; & = joins results of further samples; [ ] = remark or other dose. Unless noted, calls follow the shape of the dose curve; as a rule, active = well fitted curve in the direction sought with a large enough effect; inconclusive = small, poorly fitted or top-dose-only effect, or another doubt; inactive = no such curve, though single readings can be large; an effect the other way counts as inactive or inconclusive. Some of the compounds tested; count on the stated rates, not on these rows.

Sample of the layout, 2 compounds:
For CCOC(=O)c1sc(N2C(=O)C(O)=C(C(=O)c3ccco3)C2c2ccc([N+](=O)[O-])cc2)nc1C (stereo not drawn) the results were ERG Ets-DNA blk 4%, RGS4 inhibitor -44%, GLS inh -9%, PI4K2A inh 1, HP1b chromo inh 2%, 12-LOX inh 28µM* and JMJD2A Tudor inconclusive.
For O=C(O)c1sc(Nc2ccccc2)nc1-c1ccccc1 the results were ERG Ets-DNA blk 0%, RGS4 inhibitor -35%, G9a inh -26%[59 µM], GLS inh -8%, PI4K2A inh 0, HP1b chromo inh 36%, 12-LOX inh -21%, JMJD2A Tudor 3% and BAZ2B inh -1%.

The list itself (from the top)
For CCOC(=O)c1sc(N2C(=O)C(O)=C(C(=O)c3ccco3)C2c2ccc([N+](=O)[O-])cc2)nc1C (stereo not drawn) the results were ERG Ets-DNA blk 4%, RGS4 inhibitor -44%, GLS inh -9%, PI4K2A inh 1, HP1b chromo inh 2%, 12-LOX inh 28µM* and JMJD2A Tudor inconclusive.
For O=C(O)c1sc(Nc2ccccc2)nc1-c1ccccc1 the results were ERG Ets-DNA blk 0%, RGS4 inhibitor -35%, G9a inh -26%[59 µM], GLS inh -8%, PI4K2A inh 0, HP1b chromo inh 36%, 12-LOX inh -21%, JMJD2A Tudor 3% and BAZ2B inh -1%.
Cc1cccc(NC(=O)NCCN2C(=O)C3C4C=CC(C4)C3C2=O)c1 (stereo not drawn) was read as ERG Ets-DNA blk -8%, RGS4 inhibitor 0%, G9a inh -8%, GLS inh 0%, PI4K2A inh -6, HP1b chromo inh 54%[activator], 12-LOX inh 417%[activator], JMJD2A Tudor -10% and BAZ2B inh 6%.
For C#Cc1cccc(NC(=O)C2CCN(C(C)=O)CC2)c1 the results were ERG Ets-DNA blk -2%, RGS4 inhibitor 23%, G9a inh -7%, GLS inh -4%, PI4K2A inh 2, HP1b chromo inh 32%, 12-LOX inh 19%, JMJD2A Tudor -5% and BAZ2B inh 5%.
For CC1=Nn2c(nnc2-c2cccs2)SC1 the results were ERG Ets-DNA blk 0%, RGS4 inhibitor 8%, G9a inh -8%[12.7 µM], GLS inh -7%, PI4K2A inh -14, HP1b chromo inh 31%, 12-LOX inh 34%[activator], JMJD2A Tudor -8% and BAZ2B inh 12%.
`COC(=O)C(Cc1ccccc1)NC(=O)CNC(=O)c1sc2ccccc2c1Cl` (stereo not drawn) gave ERG Ets-DNA blk 3%, RGS4 inhibitor 4%, G9a inh -1%, GLS inh -1%, PI4K2A inh 0, HP1b chromo inh 18%, 12-LOX inh -21%, JMJD2A Tudor -12% and BAZ2B inh -19%.
Screening O=[N+]([O-])c1ccccc1CN1CCN(Cc2ccccn2)CC1 returned ERG Ets-DNA blk -8%, RGS4 inhibitor inconclusive, G9a inh 4µM*, GLS inh 0%, PI4K2A inh 7, HP1b chromo inh -10%, 12-LOX inh -27%, JMJD2A Tudor 0.79µM* and BAZ2B inh 50µM*.
`CC(=O)NC(c1ccco1)c1cc(Cl)c2ccc(Cl)nc2c1O` (stereo not drawn) gave RGS4 inhibitor -17%, G9a inh inconclusive, GLS inh 21%, PI4K2A inh -3, HP1b chromo inh 23%, 12-LOX inh -4%, JMJD2A Tudor -26% and BAZ2B inh -5%&7%.
Screening CC(C)(C)OC(=O)N1CCC(C(=O)N2CCOCC2)CC1 returned ERG Ets-DNA blk 4%, RGS4 inhibitor -8%, G9a inh -6%, GLS inh 2%, PI4K2A inh 7, HP1b chromo inh 26%, 12-LOX inh 1%, JMJD2A Tudor 5% and BAZ2B inh 5%.
For COc1ccc(OC)c(S(=O)(=O)N2Cc3ccccc3CC2C(=O)Nc2ccc(C)cc2C)c1 (stereo not drawn) the results were ERG Ets-DNA blk -1%, RGS4 inhibitor -3%, G9a inh -8%[59 µM], GLS inh 7%, PI4K2A inh 0, HP1b chromo inh 4%, 12-LOX inh 0%, JMJD2A Tudor -18% and BAZ2B inh -20%.
For COCCCNC(=O)CCCN1C(=O)c2cccnc2Sc2ccccc21 the results were ERG Ets-DNA blk 0%, RGS4 inhibitor 33%, G9a inh 68%[activator], GLS inh 1%, PI4K2A inh 5, HP1b chromo inh 17%, 12-LOX inh 57%[activator], JMJD2A Tudor -7% and BAZ2B inh inconclusive.
COc1ccc(Cl)c(Cn2c(NCc3ccco3)nc3c2c(=O)n(C)c(=O)n3C)c1 was read as ERG Ets-DNA blk 0%, RGS4 inhibitor -30%, G9a inh 14%[12.7 µM], GLS inh 3%, PI4K2A inh -11, HP1b chromo inh 17%, 12-LOX inh -8%, JMJD2A Tudor inconclusive and BAZ2B inh inconclusive.
For C#CCNC(=O)[C@H](Cc1ccc(C(=O)c2ccccc2)cc1)NC(=O)OC(C)(C)C the results were RGS4 inhibitor -8%, GLS inh 2%, PI4K2A inh -3, HP1b chromo inh 10%, 12-LOX inh 9% and JMJD2A Tudor -16%.
For COc1ccc(CNCCCO)cc1OC the results were ERG Ets-DNA blk 3%, RGS4 inhibitor -4%, G9a inh 6%[59 µM], GLS inh -3%, PI4K2A inh -8, HP1b chromo inh 35%[activator], 12-LOX inh -5%, JMJD2A Tudor -14% and BAZ2B inh 1%.
For Cc1ccc(S(=O)(=O)NCC(=O)N(CC(=O)NCC2CCCO2)C2CCCC2)cc1 (stereo not drawn) the results were ERG Ets-DNA blk 1%, RGS4 inhibitor -7%[11.4 µM], G9a inh -37%, GLS inh -1%, PI4K2A inh 5, HP1b chromo inh 19%, 12-LOX inh inconclusive, JMJD2A Tudor -5%[11.4 µM] and BAZ2B inh -5%.
CC(=O)NCCc1csc(-c2ccccc2)n1 was read as RGS4 inhibitor 4%, G9a inh -4%[59 µM], GLS inh 11%, PI4K2A inh -1, HP1b chromo inh 4%, 12-LOX inh 7%, JMJD2A Tudor -9% and BAZ2B inh 2%.
For COc1ccccc1NC(=O)COC(=O)c1cc(C)oc1C the results were ERG Ets-DNA blk 2%, RGS4 inhibitor -24%, GLS inh 3%, PI4K2A inh -2, HP1b chromo inh 10%[57 µM], 12-LOX inh -5% and JMJD2A Tudor -17%.
Cc1ccc(OCC(=O)Nc2ccc(-c3nnc(-c4ccco4)o3)cc2)cc1 was read as ERG Ets-DNA blk -3%, RGS4 inhibitor -24%, G9a inh -2%[59 µM], GLS inh 6%, PI4K2A inh -16, HP1b chromo inh 27%, 12-LOX inh 321%[activator], JMJD2A Tudor -30% and BAZ2B inh inconclusive.
COc1ccc(CCCc2nc3ccccc3[nH]2)cc1 was read as ERG Ets-DNA blk -5%, RGS4 inhibitor 5%, G9a inh 15%, GLS inh -1%, PI4K2A inh 3, HP1b chromo inh 16%, 12-LOX inh 9%, JMJD2A Tudor -6% and BAZ2B inh 4%.
O=C(CN1C(=O)/C(=C/c2ccccc2Cl)SC1=S)NC1C=CS(=O)(=O)C1 (stereo not drawn) was read as ERG Ets-DNA blk 67%[activator], RGS4 inhibitor -33%, G9a inh -1%, GLS inh -2%, PI4K2A inh -8, HP1b chromo inh 26%, 12-LOX inh -17%, JMJD2A Tudor -12% and BAZ2B inh -32%.
For Cc1cc(Cl)ccc1OCC(=O)N(Cc1ccc(N(C)C)cc1)C1CCS(=O)(=O)C1 (stereo not drawn) the results were ERG Ets-DNA blk -1%, RGS4 inhibitor 5%, G9a inh 10µM*, GLS inh 22%, PI4K2A inh 1, HP1b chromo inh -25%, 12-LOX inh 3%, JMJD2A Tudor 50µM* and BAZ2B inh 35µM*.
Screening CCO[C@H]1OC(C(=O)O)=C[C@@H](c2ccc3c(c2)OCO3)[C@@H]1CCCO returned ERG Ets-DNA blk 12%, RGS4 inhibitor 1%, G9a inh -21%[59 µM], GLS inh 18%, PI4K2A inh 0, HP1b chromo inh 16%, 12-LOX inh inconclusive, JMJD2A Tudor -10% and BAZ2B inh -13%.
For O=C(NCC(c1cccs1)N1CCOCC1)c1cc(S(=O)(=O)N2CCOCC2)ccc1Cl (stereo not drawn) the results were ERG Ets-DNA blk 16%, RGS4 inhibitor 1%, GLS inh 0%, PI4K2A inh 2, HP1b chromo inh 2%, 12-LOX inh inconclusive and JMJD2A Tudor -23%.
CC(OC(=O)CCCN1C(=O)c2ccccc2C1=O)C(=O)Nc1ncc(Cl)cc1Cl (stereo not drawn) was read as ERG Ets-DNA blk -1%, RGS4 inhibitor -18%, G9a inh 20%[59 µM], GLS inh 1%, PI4K2A inh 0, HP1b chromo inh 25%, 12-LOX inh -7%, JMJD2A Tudor 2% and BAZ2B inh 24%.
CCOc1ccc(CN2C(=O)c3ccccc3Sc3ccc(C(=O)O)cc32)cc1 was read as ERG Ets-DNA blk 0%, RGS4 inhibitor 15%, G9a inh 6%[59 µM], GLS inh 0%, PI4K2A inh 3, HP1b chromo inh 18%, 12-LOX inh -21%, JMJD2A Tudor -13% and BAZ2B inh -10%.
